Screening results from PubChem BioAssay.
AmpC inh no detg: AmpC beta-lactamase inhibition without detergent. AmpC nitrocefin hydrolysis, absorbance 480 nm, 0.0001% Triton. Potency, µM (highest dose often 57.1 µM), inactives show top-dose activity change, negative = inhibition, most hits filed as inhibitors. 330,000 tested, 0.52% active. AID 485341. P00811;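 further: potency means the concentration at half of the fitted maximal effect; plate controls were no compound for no effect and no enzyme for full effect; nearly all actives have a fitted effect of over 20% in size; some results filed as inactive show a strong effect at the top dose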
Target sequence (P00811 whole entry, looked up): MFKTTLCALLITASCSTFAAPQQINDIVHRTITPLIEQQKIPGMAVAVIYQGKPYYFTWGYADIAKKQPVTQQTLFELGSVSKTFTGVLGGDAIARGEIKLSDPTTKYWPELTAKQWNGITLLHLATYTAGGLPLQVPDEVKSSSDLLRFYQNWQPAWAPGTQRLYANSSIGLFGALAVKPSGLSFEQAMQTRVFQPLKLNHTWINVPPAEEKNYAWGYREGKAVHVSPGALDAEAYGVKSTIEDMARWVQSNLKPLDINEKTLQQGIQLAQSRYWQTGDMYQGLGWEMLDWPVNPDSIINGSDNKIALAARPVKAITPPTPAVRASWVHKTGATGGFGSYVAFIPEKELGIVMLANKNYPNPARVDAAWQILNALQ
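AmpC (5.3 nM in the dispensed reagent) in 20 mM phosphate pH 7.0 with 0.01% (detergent screen) or 0.0001% Triton X-100 was preincubated with compounds for 15 min at room temperature. Nitrocefin was then added from an 800 uM solution, and hydrolysis was followed at 480 nm.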
AmpC inh detg: AmpC beta-lactamase inhibition with detergent present. 370,000 tested, 0.041% active. P00811. Potency, µM (doses to about 114 µM), for the others: top-dose activity change, negative = inhibition, usual class: inhibitors. AmpC hydrolysis of nitrocefin, absorbance 480 nm, 0.01% Triton;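 further: potency means the concentration at half of the fitted maximal effect; 0% = no-compound wells and -100% = no-enzyme wells; nearly all actives have a fitted effect of over 25% in size; some results filed as inactive show a strong effect at the top dose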
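AmpC (5.3 nM in the dispensed reagent) in 20 mM phosphate pH 7.0 with 0.01% (detergent screen) or 0.0001% Triton X-100 was preincubated with compounds for 15 min at room temperature. Nitrocefin was then added from an 800 uM solution, and hydrolysis was followed at 480 nm.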
HCMV antiviral: inhibitors of human cytomegalovirus; activity change, negative = inhibition, % at 57.5 µM; 410,000 tested, 4.5% active; HFF cells, HCMV-luciferase reporter, 72 h; active compounds read low; AID 1259415; in the data active means activity change below about -60%; inconclusive means no clear call, values can overlap the other calls; inactive means above about -39%
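Human foreskin fibroblasts infected with luciferase-reporter HCMV at MOI 1 PFU/cell, compounds at two doses. Luciferase measured 72 h post infection; normalized to buffer-only basal and Salinomycin (10uM) controls.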
HCV inh: blocks hepatitis C virus | Huh7.5.1 HCVcc-Cre infection, luciferase reporter, 44 h | Potency, µM (series often up to 41.8 µM), without a hit: at the top dose activity change, negative = inhibition, actives largely listed as inhibitors | 340,000 tested, 3.4% active; further: potency means the concentration at half of the fitted maximal effect
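A cell-based infection assay in which seeded cells (1,000 per well) receive test compound after 4 h, are inoculated with HCVcc-Cre at approximately 0.5 moi, and are incubated 44 h before luminescence detection.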
TbPYK inhibitor: inhibitors of Trypanosoma brucei pyruvate kinase; Q57TT1; TbPYK enzyme, Kinase-Glo Plus ATP luminescence, 45 min; Potency, µM (doses to about 76.8 µM), for the others: top-dose activity, negative = inhibition, hits mostly inhibitors; 410,000 tested, 0.12% active; further: potency means the concentration at half of the fitted maximal effect; nearly all actives have a fitted effect of over 50% in size
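TbPYK + substrate in 50 mM TEA pH 7.2, 100 mM KCl, 10 mM MgCl2, 0.05% BSA, 0.01% Tween-20; cpd pinned; ADP 130 uM final; 45 min RT; Kinase-Glo Plus 10 min; luminescence endpoint.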
LmPK inhibitor: inhibitors of Leishmania mexicana pyruvate kinase; purified LmPK, Kinase-Glo ATP luminescence, 1 h; 290,000 tested, 0.37% active; Q27686; AID 1721; Potency, µM (series often up to 57.5 µM), inactives show at the highest dose activity change, negative = inhibition, hits mostly inhibitors; further: potency means the concentration at half of the fitted maximal effect
Target sequence (Q27686 whole entry, looked up): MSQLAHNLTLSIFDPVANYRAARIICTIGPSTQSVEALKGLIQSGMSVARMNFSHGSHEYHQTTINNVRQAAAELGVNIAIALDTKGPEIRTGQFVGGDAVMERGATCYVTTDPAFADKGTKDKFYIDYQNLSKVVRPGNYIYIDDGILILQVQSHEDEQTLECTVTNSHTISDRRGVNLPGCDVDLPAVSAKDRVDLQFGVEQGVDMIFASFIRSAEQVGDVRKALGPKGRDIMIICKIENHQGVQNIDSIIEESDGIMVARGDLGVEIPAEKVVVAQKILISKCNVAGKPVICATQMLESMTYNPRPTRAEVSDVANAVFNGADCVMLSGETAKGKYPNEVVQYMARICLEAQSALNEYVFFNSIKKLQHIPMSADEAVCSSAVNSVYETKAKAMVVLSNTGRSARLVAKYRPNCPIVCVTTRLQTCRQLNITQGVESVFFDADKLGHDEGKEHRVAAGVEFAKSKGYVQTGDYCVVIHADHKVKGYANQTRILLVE
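Purified LmPK (0.1 nM) with 0.5 mM PEP and 0.1 mM ADP in imidazole buffer pH 7.2 with MgCl2/KCl, 1 h at room temperature. ATP formed was read by luciferase luminescence and normalized to no-enzyme and uninhibited controls.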
AMA1-RON2 inh: AMA1-RON2 (P. falciparum) interaction inhibition. AlphaScreen AMA1-biotinylated RON2 peptide binding. Potency, µM (doses to about 58.2 µM), for inactives: at the top dose activity change, negative = inhibition, actives largely listed as inhibitors. 360,000 tested, 0.2% active. AID 720542;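 further: potency means the concentration at half of the fitted maximal effect; 0% = vehicle wells and -100% = peptide control; nearly all actives have a fitted effect of over 45% in size; some results filed as inactive show a strong effect at the top dose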
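AMA1 (3D7) with his tag at 25 nM final met compounds first, then biotinylated RON2 peptide at 25 nM; detection used donor plus acceptor beads, 10 µg/mL apiece, read by AlphaScreen after 30 min at room temperature.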
The depositor's hits bear a star; ? = inconclusive; . = no result given; & = joins results of further samples; [ ] = remark or other dose. Unless noted, the call rests on the fitted dose curve; in most records, active means well fitted curve in the direction sought with a large enough effect; inconclusive means small, poorly fitted or top-dose-only effect, or another doubt; inactive means no such curve, though single readings can be large; an effect the other way counts as inactive or inconclusive. Unless noted, on the % scale 0 is the no-effect control and ±100 the full control effect.

SMILES | AmpC inh no detg | AmpC inh detg | HCMV antiviral | HCV inh | TbPYK inhibitor | LmPK inhibitor | AMA1-RON2 inh
CCOC(=O)c1[nH]c(C)c(C(=O)NCCc2ccccc2)c1C | . | -4.5% | 75.5 | . | -0.5% | . | .
COc1ccccc1NC(=O)NC(=O)N(C(C)C)S(C)(=O)=O | -28.3% | ? | 7.9 | ? | 0.8% | 6.5% | 0.4%
COc1ccc(CC(=O)c2cc(OC)c(OC)cc2CC(=O)O)cc1OC | 64.6% | -21.5% | -7.0 | 12.8% | -4.0% | 3.3% | -3.1%
C1=Nc2c(Nc3ccccc3)ncnc2Oc2ccccc21 | -9.2% | ? | 3.1 | ? | 0.2% | 0.4% | 1.7%
COc1ccccc1NC(=O)COC(=O)C1C2CC3OC(=O)C1C3C2 (stereo not drawn) | -17.0% | -2.5% | 27.4 | ? | 6.0% | 0.1% | -4.4%
CCN(CC)C(=O)C1CCCc2c1[nH]c1ccc(Cl)cc21 (stereo not drawn) | 15.4% | ? | 0.9 | ? | -5.7% | -0.5% | -11.9%
Cc1ccccc1NC(=O)Cc1nc(CN(C)CC(=O)Nc2cccc(F)c2)cs1 | -10.4% | 2.8% | 12.3 | ? | 1.1% | . | 101.4%[activator]
CCc1ccccc1OCCCCN1CCCCC1 | 1.9% | 6.2% | -33.4 | ? | -18.6% | -3.5% | -5.6%
O=C(CCc1nc2sc3c(c2c(=O)[nH]1)CCCC3)NCC(=O)Nc1ccccc1Br | -28.9% | -3.8% | -4.7 | 16.5% | -8.8% | . | 0.7%
Nc1[nH]c(N=NC(=O)c2ccccc2O)c2ccccc12 | -16.1% | -6.1% | 229.7 | -5.1% | 1.7% | -11.8% | 20.4%
Cc1ccc(NC(C(=O)c2ccccc2)c2ccccc2)cc1 (stereo not drawn) | . | . | -99.5* | -1.5% | -9.4% | . | -27.5%
CCOC(=O)C1CN(S(=O)(=O)c2ccc(OC)cc2)c2cc(S(=O)(=O)CC)ccc2O1 (stereo not drawn) | 44.7% | ? | 8.0 | -1.9% | 1.1% | -0.7% | -4.9%
O=C(Nc1ccccc1C(F)(F)F)NC1(C(=O)N2CCOCC2)CCCCC1 | . | . | -11.1 | -27.9% | ? | . | 42.7%[activator]
Cc1cccc(CN(Nc2ccccc2)c2ccccc2)n1 | . | . | ? | . | -3.8% | . | -10.8%
COc1ccccc1CC(=O)Nc1ccc(S(=O)(=O)N2CCCC2)cc1 | -46.2% | -5.2% | -14.7 | -19.2% | 1.0% | -3.1% | -11.4%
Cc1ccc(C(=O)Nc2ccc(Cl)c(-c3nc4ncccc4o3)c2)c(C)c1 | . | 18.8% | 16.1 | . | 1.1% | . | .
Cc1cc(C)n(-c2cc(-n3nc(C)cc3C)ncn2)n1 | 2.8% | -11.0% | 16.6 | 6.0% | -16.1% | -1.1% | 1.4%
CC(=O)NCCc1nc2cc(NC(=O)COc3ccc(C)cc3)ccc2n1C | 0.4% | ? | 25.1 | 9.0% | 2.9% | 5.0% | -1.6%
Cc1ccc(OCCNC(=O)c2cccc(Oc3ccc(C(F)(F)F)cc3[N+](=O)[O-])c2)cc1 | 15.1% | 0.6% | -79.9* | ? | 3.7% | 3.9% | -1.3%[2.32 µM]
CC(=O)NC(Cc1ccccc1C)C(=O)NC1CCN(c2ncccc2[N+](=O)[O-])CC1 (stereo not drawn) | -0.4% | ? | 58.5 | 1.5% | . | 0.7% | .
O=C(OCC(=O)c1cccs1)c1ccc(NC(=O)c2ccco2)cc1 | -45.3% | 2.8% | -33.1 | -24.1% | -9.0% | 4.2% | 9.3%
CC1(C)CC2(C)Nc3ccccc3N2C(=S)N1 (stereo not drawn) | -9.1% | ? | 33.9 | 22.8% | 5.8% | -8.6% | -8.4%
C=CCn1c(CNc2ccccc2)nnc1SCC(=O)N/N=C/c1ccc(O)cc1O | -32.2% | -1.9% | 10.9 | 8.9% | 2.1% | 2.3% | 45.0%[activator]
O=C(NCc1ccc2c(c1)OCO2)C1CC(=O)N(CCc2ccccc2)C1 (stereo not drawn) | -3.2% | -1.9% | 4.9 | 2.9% | -0.5% | 5.2% | -0.4%
CCOC(=O)c1c(NC(=O)C2Cc3ccccc3C(=O)O2)sc2c1CCCC2 (stereo not drawn) | . | . | -18.3 | ? | -3.6% | . | 1.7%
O=C(Cn1c(=O)n(Cc2cccs2)c(=O)c2cccnc21)Nc1ccc(F)cc1 | . | -0.3% | -5.1 | . | 2.0% | . | .
CN(C)c1ccc(N2C(=NC(=O)CCc3ccccc3)SC3CS(=O)(=O)CC32)cc1 (stereo not drawn) | 2.6% | -7.4% | 0.0 | 9.2% | 24.8% | -0.6% | 15.8%
COc1ccc(OC)c(NC(=O)CS(=O)(=O)c2ccccc2)c1 | -15.4% | ? | -10.4 | -6.6% | 6.7% | 0.4% | -7.1%
CCN(CC)c1ccc(N2C(=NC(=O)C3CCCO3)SC3CS(=O)(=O)CC32)cc1 (stereo not drawn) | 20.8% | -1.3% | -6.6 | 10.2% | -3.2% | 2.9% | -16.1%
O=C(CCN1C(=O)c2ccccc2C1=O)Nc1cccnc1 | -12.9% | -13.3% | 39.4 | 2.5% | -1.6% | -2.1% | 5.7%
CCn1cc(C(=O)O)c(=O)c2cnc(N3CCN(C(=S)NC(=O)c4ccccc4Cl)CC3)nc21 | 6.2% | 5.8% | . | 4.8% | 0.2% | 3.9% | -3.4%
COc1cccc2cc(C(=O)Nc3ccccc3C)/c(=N/NS(=O)(=O)c3ccccc3)oc12 | -22.7% | 3.5% | 7.8 | 9.3% | -5.8% | -2.1% | -5.7%
O=C1c2cccnc2Nc2ccccc2N1CCCF | -11.8% | -6.4% | -17.0 | 9.8% | 1.4% | 3.3% | -5.2%
O=C(O)/C=C/c1ccc2noc(-c3ccccc3)c2c1 | -36.2% | 1.2% | -31.7 | -7.3% | -7.4% | 0.2% | -0.4%
CCOC(=O)N1CCC(NC(=O)c2cnn3ccccc23)CC1 | -6.1% | ? | -35.9 | 3.5% | -8.5% | 4.2% | 1.4%
COc1ccc(C2CC(=O)Nc3cc(OC)c(OC)cc32)cc1Br (stereo not drawn) | 13.0% | -12.6% | 100.4 | -9.2% | 0.5% | -2.8% | -10.1%
CCCOc1cccc(C(=O)N(Cc2cccs2)C2CCS(=O)(=O)C2)c1 (stereo not drawn) | 35.1% | ? | 17.1 | -11.3% | 5.3% | 1.5% | -1.0%
O=C(CN1C(=O)COc2ccc(Cl)cc21)N1CCOCC1 | -2.8% | -1.0% | -7.0 | 5.7% | 3.8% | -3.5% | -4.1%
Cc1cc(C)cc(NS(=O)(=O)c2csc(C(N)=O)c2)c1 | -38.9% | 0.7% | 8.6 | -4.2% | -10.8% | 4.4% | 2.3%
CCOC(=O)C1CCCN(C(=O)c2cn(C)c(=O)c3cc(OC)c(OC)cc23)C1 (stereo not drawn) | -6.7% | -0.8% | -0.8 | -7.9%&16.1% | 0.9% | 5.0% | -0.7%

Ordered by SMILES length (lowest first): part of the list above
SMILES | AmpC inh no detg | AmpC inh detg | HCMV antiviral | HCV inh | TbPYK inhibitor | LmPK inhibitor | AMA1-RON2 inh
O=C(CCN1C(=O)c2ccccc2C1=O)Nc1cccnc1 | -12.9% | -13.3% | 39.4 | 2.5% | -1.6% | -2.1% | 5.7%
O=C(OCC(=O)c1cccs1)c1ccc(NC(=O)c2ccco2)cc1 | -45.3% | 2.8% | -33.1 | -24.1% | -9.0% | 4.2% | 9.3%
O=C(NCc1ccc2c(c1)OCO2)C1CC(=O)N(CCc2ccccc2)C1 (stereo not drawn) | -3.2% | -1.9% | 4.9 | 2.9% | -0.5% | 5.2% | -0.4%
CCOC(=O)c1c(NC(=O)C2Cc3ccccc3C(=O)O2)sc2c1CCCC2 (stereo not drawn) | . | . | -18.3 | ? | -3.6% | . | 1.7%
CCOC(=O)C1CCCN(C(=O)c2cn(C)c(=O)c3cc(OC)c(OC)cc23)C1 (stereo not drawn) | -6.7% | -0.8% | -0.8 | -7.9%&16.1% | 0.9% | 5.0% | -0.7%
CCn1cc(C(=O)O)c(=O)c2cnc(N3CCN(C(=S)NC(=O)c4ccccc4Cl)CC3)nc21 | 6.2% | 5.8% | . | 4.8% | 0.2% | 3.9% | -3.4%

Going on with the list.
SMILES | AmpC inh no detg | AmpC inh detg | HCMV antiviral | HCV inh | TbPYK inhibitor | LmPK inhibitor | AMA1-RON2 inh
CC(C)CCn1cnc2c(sc3nc4c(cc32)CSC(C)(C)C4)c1=O | -16.6% | -0.8% | -74.4* | 24.6% | -3.7% | 1.8% | 4.7%
O=c1[nH]c(O)c(C=Nc2ccccc2[N+](=O)[O-])c(=O)[nH]1 | -5.4% | 1.4% | . | . | . | 9.3% | .
Cc1c(Cc2ccccc2)c(=O)oc2c(C)c(OCC(=O)NCc3ccccn3)ccc12 | -10.0% | ? | -13.6 | -0.6% | 3.0% | 7.2% | -11.5%
O=C1Cn2nnc(-c3ccccc3)c2C2c3ccccc3CCN12 (stereo not drawn) | . | . | -9.7 | . | 0.8% | . | 7.8%
Cc1cccc(Cc2c(C)nc3nc(SCC(=O)NCc4ccco4)nn3c2C)c1 | 22.2% | 2.5% | 33.3 | ? | 2.5% | -1.5% | -14.9%
CSc1ccccc1NC(=O)CN(C)CC(=O)c1c(C)[nH]c2ccccc12 | -2.7% | -1.8% | -5.4 | ? | -13.4% | . | 48.2%[activator][11.6 µM]
CCCC(=O)N(CCN1CCOCC1)c1nc2c(OCC)cccc2s1 | 153.8%[activator] | -8.5% | . | -5.9% | 0.0% | 1.6% | -6.6%
COc1ccc(/C=N/NC(=O)CSCc2ccc([N+](=O)[O-])cc2)cc1OC | -9.9% | ? | 1.2 | 19.5% | 2.4% | -3.0% | 9.1%
COc1ccc(Nc2nc(N)nc(CN3CCc4ccccc4C3)n2)cc1 | 3.0% | -15.6% | -36.3 | -8.2% | 5.1% | 5.1% | 5.5%
COc1ccc(N2CCN(c3ncnc4onc(C)c34)CC2)cc1 | . | 26.4% | -69.4* | . | 1.1% | . | .
Cc1ccccc1C(=O)O/N=C1\CCS(=O)(=O)c2sccc21 | -2.9% | 2.5% | -28.7 | -8.6% | 2.3% | -1.5% | 2.3%
CC(C)(C)c1ccc(C(=O)Nc2c(C(=O)c3ccc(F)cc3)oc3ccccc23)cc1 | . | 17.9% | 1.0 | . | 2.8% | . | .
C=CCN1C(=O)/C(=C\c2cc(Br)c(OCc3ccccn3)c(OC)c2)SC1=S | -21.8% | ? | ? | -1.8% | -2.1% | 1.2% | -5.5%
COc1cccc(Cn2c(=O)c3[nH]cnc3n(-c3ccccc3C)c2=O)c1 | -3.8% | -0.8% | 310.2 | 6.4% | -1.3% | -0.9% | -0.4%
